# tuberculosis growth = growth inhibition of non-replicating M. tuberculosis (AID 488890). 320,000 tested, 0.39% active. inhibition, % at 25 µM; hits with a dose series show IC50 in µM. Mycobacterium tuberculosis non-replicating, growth inhibition; higher % means a stronger effect; in the data active = a potency from the dose series; inconclusive = inhibition mostly from about 82% at the one dose, without a potency; inactive = the rest, 99 in 100 with inhibition below about 76%;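 note: plate controls were DMSO cells for no effect and high antibiotic wells for full effect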
# inhibitors of VEEV = inhibitors of VEEV TC-83 cytopathic effect, confirmation, Vero cells (AID 588727) | Vero cells, VEEV TC-83 cytopathic effect inhibition; higher % means a stronger effect | inhibition, % at 20 µM, or IC50 in µM where a hit was titrated | 350,000 tested, 0.13% active; in the data active = a potency from the dose series; inconclusive = inhibition mostly from about 14% at the one dose, without a potency; inactive = the rest, 99 in 100 with inhibition below about 12%; note: strong numbers were not always called active
# influenza NS1A = NS1A inhibition, H1N1 influenza, cell based functional assay (AID 504329); one-dose inhibition, % at 12.5 µM; IC50 in µM for titrated hits; NS1A functional cell-based assay, percent inhibition; higher % means a stronger effect; 340,000 tested, 0.3% active; in the data active = a potency from the dose series; inconclusive = inhibition above about 27% without an active follow-up result; note: strong numbers were not always called active
# Salmonella PhoP GFP = Inhibition of PhoP regulon, Salmonella typhi GFP reporter cells, confirmation, 4 h (AID 1850); Salmonella Typhi PhoP-promoter GFP reporter, fluorescence, 4 h; higher % means a stronger effect; one-dose inhibition, % at 50 µM; IC50 in µM for titrated hits; 310,000 tested, 0.33% active; in the data active = a potency from the dose series; inconclusive = inhibition mostly from about 25% at the one dose, without a potency; inactive = the rest, 99 in 100 with inhibition below about 19%;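 note: 0% = induced wells with vehicle and 100% = uninduced wells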
# H37Rv inhibition = M. tuberculosis growth inhibition, HTS (AID 449762). M. tuberculosis H37Rv growth inhibition, 7H9 media; higher % means a stronger effect. inhibition, % at 25 µM, or IC50 in µM where a hit was titrated. 330,000 tested, 0.59% active; in the data active = a potency from the dose series; inconclusive = inhibition above about 70% without an active follow-up result;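 note: bacterial growth assessed after seven days of incubation; strong numbers were not always called active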
# Numbers without * were called inactive; i = inactive; ? = inconclusive; . = no result given.
SMILES,tuberculosis growth,inhibitors of VEEV,influenza NS1A,Salmonella PhoP GFP,H37Rv inhibition
O=C1C(=O)N(Cc2cccnc2)C(c2cccc([N+](=O)[O-])c2)/C1=C(\O)c1ccc2c(c1)OCCO2 (configuration not stated),0%,0.5%,-2%,5%,10%
CS(=O)(=O)N1CCN(c2ccc([N+](=O)[O-])cc2C(F)(F)F)CC1,8%,i,-10%,1%,-7%
Cc1ccc(NC(=O)c2cc(NC(=O)CCC(=O)O)ccc2N2CCCCC2)cc1,13%,0.3%,-2%,5%,21%
CC1(C)Cc2cccc(OCC(=O)N3CCN(c4ccccc4Cl)CC3)c2O1,34%,5.5%,0%,-7%,5%
Cc1c(OCC(=O)NCC(O)c2ccccc2)ccc2c3c(c(=O)oc12)CCC3 (configuration not stated),-12%,2.7%,7%,8%,2%
O=C(O)CCC1c2cc3c4cc2OC2Oc5cc6c(cc51)C(CCC(=O)O)c1cc5c7cc1OC(O6)c1cc6cc(c1)Oc1cc(cc(C(=O)O)c1)Oc1cc8cc(c1)C(Oc1cc(c(cc1C5CCC(=O)O)C3CCC(=O)O)OC(O4)c1cc(cc(c1)Oc1cc(cc(C(=O)O)c1)O8)Oc1cc(cc(C(=O)O)c1)Oc1cc(cc2c1)Oc1cc(cc(C(=O)O)c1)O6)O7 (configuration not stated),-5%,.,.,-10%,0%
CCOC(=O)c1cc(C#N)c(SCc2cccc3ccccc23)nc1C,10%,5.2%,-1%,-9%,-2%
CC(C)(C)c1ccc(OCC(=O)N/N=C/C2CC=CCC2)cc1 (configuration not stated),20%,7.3%,5%,7%,3%
COc1ccc(N(CC(=O)NCCC2=CCCCC2)S(=O)(=O)c2ccc(C)cc2)cc1,4%,.,.,4%,0%
O=C(NCc1ccco1)C1CCN(C(=O)c2ccc(Cl)cc2Cl)CC1,-8%,2.9%,-10%,-2%,9%
OC(CCc1ccncc1)COc1ccccc1 (configuration not stated),4%,i,0%,3%,-4%
CCc1ccc(-c2cc(C)no2)cc1S(=O)(=O)N1CCN(c2ccccn2)CC1,16%,6.3%,-3%,-14%,2%
CCCc1noc2c1C(c1cc(Br)ccc1F)C(C#N)=C(N)N2 (configuration not stated),10%,7.3%,-5%,-1%,-3%
COCCN1CN=C(NS(=O)(=O)c2ccc(C)cc2)NC1,-3%,2.3%,-1%,9%,0%
CCOC(=O)c1cc(-c2csc(N/N=C/c3ccccc3Cl)n2)on1,?,1.5%,2%,9%,?
COc1ccc(NC(=O)C2CCN(S(=O)(=O)c3cccc4cccnc34)CC2)cc1,-3%,2.5%,-5%,-10%,-1%
CCOc1ccc(CNC(=O)CCS(=O)(=O)c2ccc3c(c2)oc(=O)n3C)cc1,14%,0.8%,-4%,-6%,2%
CS(=O)(=O)N(CCc1ccccc1)CC(=O)N1CCCC1,-1%,2.1%,10%,-3%,-3%
CN(C(=O)COC(=O)c1ccccc1Cc1ccccc1)c1c(N)n(Cc2ccccc2)c(=O)[nH]c1=O,27%,3.2%,13%,3%,-6%
COc1ccc(-n2nnnc2/C=C\Nc2ccc(C)cc2)cc1,30%,i,0%,-5%,-7%
Clc1cccc(Nc2ncnc3c2cnn3-c2ccccc2)c1,.,3.5%,9%,-4%,2%
COc1ccc(S(=O)(=O)NCC2CCCN(C(=O)c3occc3C)C2)cc1 (configuration not stated),-12%,0.9%,-9%,-21%,2%
COc1cc(/C=C/C(=O)OCc2cn3cc(Cl)ccc3n2)ccc1O,28%,10%,5%,4%,-1%
O=C1N[C@H](Cc2c[nH]c3ccccc23)COC(=O)[C@H](Cc2ccc(F)cc2)C/C=C\C[C@H]1CC(=O)N(CCO)Cc1ccccc1,79%,6.6%,-17%,.,15%
COc1ccccc1CC(=O)c1ccc(OCc2ccccc2)cc1,?,i,14%,8%,-4%
Cc1ccccc1CN1CCC(n2nccc2NC(=O)c2ccc3c(c2)OCO3)CC1,1%,5.9%,6%,-13%,7%
CN(C)S(=O)(=O)Oc1ccc(C(=O)Nc2cccc(C(F)(F)F)c2)cc1,i,0.8%,0%,1%,5%
CN1CCN(CCCCOc2ccccc2-c2ccccc2)CC1,12%,0.4%,-9%,-7%,9%
O=C(COc1ccccc1C(=O)Nc1ccccc1)c1ccc(Br)cc1,-1%,1.6%,4%,12%,-4%
O=C(NC1CCCCC1)c1cc([N+](=O)[O-])ccc1N1CCOCC1,15%,i,-6%,-30%,-9%
N#Cc1ccc(N2C(=O)[C@@H]3C(C(=O)c4cnccn4)=NN[C@@H]3C2=O)cc1,-16%,0.4%,.,0%,0%
Cc1ccc(/C=N/NC(=O)C(C)Oc2ccccc2[N+](=O)[O-])s1 (configuration not stated),.,0.5%,2%,-1%,-1%
CCCCCCCCC(=O)N/N=C/c1ccccn1,?,1.4%,-2%,-8%,?
COc1ccc(-c2noc(CN(C)Cc3ccccc3)n2)cc1,29%,0.6%,-4%,4%,-1%
CCC(C)Nc1nc2c(c(=O)[nH]c(=O)n2C)n1CCOc1ccccc1 (configuration not stated),-10%,0.8%,7%,5%,7%
COc1cccc(NC(=O)c2nnn(CCc3ccccc3)c2N)c1,35%,9.3%,8%,3%,3%
CCOc1ccc(C(=O)Cn2cnc3ccccc3c2=O)cc1,0%,1.3%,8%,7%,-9%
N#Cc1cnc(SCCc2ccccc2)nc1N,12%,2.8%,11%,0%,1%
CC(=Nc1ccc(C)c(C)c1)C1=C(O)CSC1=O,75%,2.5%,-4%,-15%,92%
CCCCn1c(SCC(=O)NCc2ccco2)nc2ccccc2c1=O,-1%,7.7%,8%,3%,3%
O=C(O)Cn1c(=O)c(-c2ccccc2)nc2ccccc21,-4%,0.7%,-10%,3%,-13%
CS(=O)(=O)N(CC(=O)N1CCN(c2ccccc2)CC1)C1CCCCC1,-11%,0.8%,0%,8%,-2%
Cc1nc2ccccc2c(=O)n1Cc1ccc([N+](=O)[O-])cc1,5%,i,0%,-4%,-1%
CN(C)c1cc(NC(=O)CN2CCOCC2)c2ccccc2n1,-12%,i,-10%,-8%,-9%
CCN(CC)S(=O)(=O)c1ccc(NCC2COc3ccccc3O2)c([N+](=O)[O-])c1 (configuration not stated),39%,2.0%,-4%,1%,-3%

# Quoted at random: 2 records from the list.
SMILES,tuberculosis growth,inhibitors of VEEV,influenza NS1A,Salmonella PhoP GFP,H37Rv inhibition
N#Cc1ccc(N2C(=O)[C@@H]3C(C(=O)c4cnccn4)=NN[C@@H]3C2=O)cc1,-16%,0.4%,.,0%,0%
Cc1nc2ccccc2c(=O)n1Cc1ccc([N+](=O)[O-])cc1,5%,i,0%,-4%,-1%

# More records:
SMILES,tuberculosis growth,inhibitors of VEEV,influenza NS1A,Salmonella PhoP GFP,H37Rv inhibition
N#Cc1ccc(NC(=O)Cn2c3[n+](c4ccc(C(F)(F)F)cc42)CCCCC3)cc1,36%,0.6%,-3%,9%,2%
COc1ccccc1-n1c(CNc2ccc(F)cc2)nnc1SCC(=O)Nc1cc(C)on1,14%,0.3%,-45%,5%,-7%
CCOc1ccc(NC(=S)/C(=C(\[O-])c2ccc(C)c([N+](=O)[O-])c2)[n+]2ccccc2)cc1,-6%,?,11%,3%,-4%
O=C(/C=C/c1ccccc1)CC(O)(c1ccccc1)C(F)(F)F (configuration not stated),?,>25µM*,7%,-6%,?
CC1=C(C(=O)O)N2C(=O)C(NC(=O)c3nn(C)c(C)c3Cl)C2SC1 (configuration not stated),-9%,i,-6%,2%,5%
CNC(=S)Nn1cnc2ccccc21,-6%,i,12%,5%,1%
Cc1cc(C(=O)CSc2n[nH]c(N)n2)c(C)n1-c1ccccc1,49%,2.2%,-9%,-4%,-6%
O=c1c2c(nc3cc(-c4ccc(Br)cc4)[nH]n13)CCCC2,10%,3.8%,2%,-3%,20%
CCn1nc(C)c(CNC(=O)Nc2ccc3c(c2)OCO3)c1C,-20%,i,4%,16%,-4%
CC(C)(C)NC(=O)c1ccc2nsnc2c1,-98%,0.2%,-1%,-6%,3%
O=C(Nc1ccon1)c1ccc(OC2CCCC2)cc1,13%,i,6%,12%,0%
COc1cccc(OCc2cc(C(=O)NC(C)c3cnn(C)c3C)no2)c1 (configuration not stated),6%,7.0%,-3%,4%,8%
CC(CCC(C)OC(=O)c1ccccc1C(=O)O)OC(=O)c1ccccc1C(=O)O (configuration not stated),2%,0.5%,-4%,-1%,-4%
COc1ccccc1N1CCN(S(=O)(=O)CCNC(=O)C2CCCCC2)CC1,2%,1.0%,2%,-2%,4%
COc1cc(/C=N/NC(=O)c2ccncc2)ccc1OCCN1CCCCC1,72%,0.3%,9%,-3%,?
COC(=O)c1c(C)[nH]c(C(=O)CSc2ncnc3sc(-c4ccccc4)cc23)c1C,-14%,i,3%,-2%,2%
O=C(c1ccc(Oc2ccc([N+](=O)[O-])cc2)cc1)N1CCCCCC1,65%,i,2%,-5%,20%
Cc1cc(C)cc(OC(=O)CCN2C(=O)c3ccccc3C2=O)c1,i,1.7%,-12%,-2%,-6%
COc1ccc(N2CCN(C(=O)COC(=O)c3ccco3)CC2)cc1,38%,2.2%,10%,7%,16%
CC(=O)Oc1ccc(C(=O)Nc2ccc3c(c2)OCCO3)cc1,56%,0.3%,-2%,-4%,5%
CC1CC(=O)NN=C1c1cccs1 (configuration not stated),1%,0.2%,-22%,4%,-3%
O=C(O)c1c2c(nc3ccccc13)/C(=C/c1ccccc1[N+](=O)[O-])CCC2,-8%,1.3%,4%,-1%,-7%
O=C(O)CCCC(=O)N1CCN(C(c2ccccc2)c2ccccc2)CC1,-12%,0.1%,0%,-5%,0%
O=C1C=CN(Cc2ccccc2)C(c2ccccc2)C1 (configuration not stated),4%,i,4%,.,-5%
O=C(CCCN1C(=O)c2ccccc2C1=O)N1CCN(c2ccccn2)CC1,-17%,i,-1%,-1%,-8%
Cc1cccc(NC(=O)C2CCCN2/C=C/C(=O)C(F)(F)F)c1C (configuration not stated),2%,0.1%,-3%,-3%,1%
Cc1ccc(CSc2nc3c(c(=O)[nH]2)CCC3)cc1,29%,0.9%,-7%,24%,0%
COc1ccc(CNC(=O)CN(CC2CCCO2)C(=O)CNS(=O)(=O)c2ccc(C)cc2)cc1 (configuration not stated),-8%,2.7%,1%,3%,-6%
CCN(CC)C(=O)CN1C(=O)C(=O)c2ccccc21,0%,0.9%,3%,6%,-6%
COc1ccc(C(=O)NCC(=O)OCC(=O)Nc2sccc2C#N)cc1OC,-10%,1.1%,-16%,-4%,6%
COc1ccc(/C=N/NC2=NS(=O)(=O)c3ccccc32)cc1,3%,0.9%,-24%,-4%,6%
COc1ccc(C(=O)C2CCN(C(=O)c3ccc(OC)cc3)CC2)cc1,31%,0.1%,-8%,-7%,0%
COc1ccc(S(=O)(=O)N2CCCC(C(=O)N3CCOCC3)C2)cc1C (configuration not stated),4%,0.8%,2%,5%,-5%
CCN(Cc1cnn(C)c1)C(=O)CC1C(=O)NCCN1Cc1cccc(OC)c1OC (configuration not stated),-16%,0.7%,0%,-7%,2%
CCCCn1c(C(C)NC(=O)c2cccs2)nc2ccccc21 (configuration not stated),3%,7.3%,8%,-3%,1%
Cn1c(=O)cc(SCC(=O)N2CCOCC2)c2ccc(Cl)cc21,-9%,6.3%,2%,-8%,-11%
C=CCO/N=C/C1C(=O)CC(C)(C)CC1=O,26%,0.4%,13%,-4%,6%

# Among those listed so far, nine have a nitro group on carbon.
SMILES,tuberculosis growth,inhibitors of VEEV,influenza NS1A,Salmonella PhoP GFP,H37Rv inhibition
O=C1C(=O)N(Cc2cccnc2)C(c2cccc([N+](=O)[O-])c2)/C1=C(\O)c1ccc2c(c1)OCCO2 (configuration not stated),0%,0.5%,-2%,5%,10%
CS(=O)(=O)N1CCN(c2ccc([N+](=O)[O-])cc2C(F)(F)F)CC1,8%,i,-10%,1%,-7%
O=C(NC1CCCCC1)c1cc([N+](=O)[O-])ccc1N1CCOCC1,15%,i,-6%,-30%,-9%
Cc1ccc(/C=N/NC(=O)C(C)Oc2ccccc2[N+](=O)[O-])s1 (configuration not stated),.,0.5%,2%,-1%,-1%
Cc1nc2ccccc2c(=O)n1Cc1ccc([N+](=O)[O-])cc1,5%,i,0%,-4%,-1%
CCN(CC)S(=O)(=O)c1ccc(NCC2COc3ccccc3O2)c([N+](=O)[O-])c1 (configuration not stated),39%,2.0%,-4%,1%,-3%
CCOc1ccc(NC(=S)/C(=C(\[O-])c2ccc(C)c([N+](=O)[O-])c2)[n+]2ccccc2)cc1,-6%,?,11%,3%,-4%
O=C(c1ccc(Oc2ccc([N+](=O)[O-])cc2)cc1)N1CCCCCC1,65%,i,2%,-5%,20%
O=C(O)c1c2c(nc3ccccc13)/C(=C/c1ccccc1[N+](=O)[O-])CCC2,-8%,1.3%,4%,-1%,-7%
